Source: PubChem BioAssay
HP1b chromo inh: HP1-beta chromodomain-methylated histone interaction inhibition; Potency, µM (doses to about 114 µM), for the others: at the highest dose activity change, negative = inhibition, hits mostly inhibitors; P83916; 0.56% of 390,000 active; AID 540317; AlphaScreen HP1-beta / biotin-H3K9me3 peptide binding; also: nearly all actives have a fitted effect of over 70% in size; inactives centre near 23
Target sequence (P83916 whole entry, looked up): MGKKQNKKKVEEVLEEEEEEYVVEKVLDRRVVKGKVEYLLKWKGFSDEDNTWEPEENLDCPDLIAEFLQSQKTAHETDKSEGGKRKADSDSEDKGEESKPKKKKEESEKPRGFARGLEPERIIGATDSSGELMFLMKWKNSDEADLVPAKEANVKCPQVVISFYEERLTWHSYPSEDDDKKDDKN
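AlphaScreen: HP1-beta (50 nM) preformed 30 min with biotin-H3(1-18)K9me3 peptide (50 nM) in PBS pH 7.4, 0.01% Tween-20. Compound added for 30 min at RT, then streptavidin donor/nickel chelate acceptor beads (10 ug/mL) for 30 min.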
JMJD2A Tudor inh: JMJD2A Tudor domain (human) inhibition | Potency, µM (titrated, usually from 114 µM), without a hit: top-dose activity change, negative = inhibition, actives largely listed as inhibitors | AlphaScreen JMJD2A-Tudor / H3K4me3 peptide binding | 4.4% of 390,000 active | O75164; also: % is scaled to controls: 0 for no effect and ±100 for the full control effect; nearly all actives have a fitted effect of over 50% in size
Tb PGK inh: inhibitors of T. brucei phosphoglycerate kinase; P07378; 0.043% of 380,000 active; PGK/GAPDH coupled, Kinase-Glo luminescence, 60 min; Potency, µM (highest dose often 57.5 µM), for inactives: at the highest dose activity change, negative = inhibition, most hits filed as inhibitors; also: % is scaled to controls: 0 for no effect and ±100 for the full control effect; nearly all actives have a fitted effect of over 60% in size
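Luminescent ATP detection (Kinase-Glo Plus) follows a 60-minute room-temperature incubation, with wells lacking PGK as controls. Buffer: 100 mM TEA (pH 7.6), 5 mM MgCl2, 0.01% Tween-20. Coupling enzyme GAPDH (100 nM final) supplies unstable 1,3-BPG in-well.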
RGS4 inhibitor: blocks human RGS4-accelerated GTP hydrolysis; P49798; Transcreener GDP fluorescence polarization, RGS4-accelerated GTP hydrolysis; Potency, µM (highest dose often 114 µM), for the others: at the highest dose activity change, negative = inhibition, actives largely listed as inhibitors; 0.039% of 390,000 active; AID 504845; also: % is scaled to controls: 0 for no effect and ±100 for the full control effect; nearly all actives have a fitted effect of over 75% in size; some results filed as inactive show a strong effect at the top dose
Target sequence (P49798 whole entry, looked up): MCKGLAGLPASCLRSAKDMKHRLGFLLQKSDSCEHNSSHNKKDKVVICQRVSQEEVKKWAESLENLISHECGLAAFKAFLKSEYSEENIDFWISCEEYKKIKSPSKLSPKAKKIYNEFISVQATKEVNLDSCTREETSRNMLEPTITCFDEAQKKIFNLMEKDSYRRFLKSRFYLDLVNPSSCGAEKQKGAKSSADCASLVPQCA
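MLSMR compounds (23 nl, pin-transferred) preincubated 10 min at room temperature with a 500nM (2x) first reagent, then RGS4 at 900nM (2x) plus Transcreener GDP mix added; fluorescence polarization (620/688 nm) read before and after 90 min at 30 °C.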
Pin1 inhibitor: inhibitors of human Pin1 | Q13526 | Pin1 FP peptide displacement, HiFluor488, 10 min | Potency, µM (top dose mostly 115 µM), without a hit: at the top dose activity, negative = inhibition, actives largely listed as inhibitors | 0.009% of 390,000 active; active = well fitted inhibition curve with a large enough effect in the polarisation, with a control signal flat, not every such curve was filed as active; inconclusive = small, poorly fitted or top-dose-only effect, or effect the other way, or a change in a side signal; inactive = no such curve, though single readings can be large or run the other way; the % refers to the polarisation; also: % is scaled to controls: 0 for no effect and ±100 for the full control effect
Target sequence (Q13526 whole entry, looked up): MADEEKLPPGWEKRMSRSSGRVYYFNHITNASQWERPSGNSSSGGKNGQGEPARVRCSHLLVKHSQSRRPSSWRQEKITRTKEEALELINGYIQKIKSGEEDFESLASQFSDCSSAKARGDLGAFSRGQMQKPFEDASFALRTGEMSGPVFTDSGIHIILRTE
ERG Ets-DNA blk: inhibitors of human ERG Ets domain-DNA interaction | AID 624246 | fluorescence polarization, His-ERG Ets domain / labelled DNA | Potency, µM (series often up to 76.9 µM), inactives show at the top dose FP activity, negative = inhibition, most hits filed as inhibitors | 0.028% of 370,000 active | P11308; active = well fitted inhibition curve with a large enough effect in the polarisation, with a control signal flat; inconclusive = small, poorly fitted or top-dose-only effect, or effect the other way, or a change in a side signal; inactive = no such curve, though single readings can be large or run the other way; the % refers to the polarisation;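 also: polarization taken with two DNA probes labelled with fluorescein and Texas red; % of control where 0% means no effect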
Target sequence (P11308 whole entry, looked up, the tested form may be a part): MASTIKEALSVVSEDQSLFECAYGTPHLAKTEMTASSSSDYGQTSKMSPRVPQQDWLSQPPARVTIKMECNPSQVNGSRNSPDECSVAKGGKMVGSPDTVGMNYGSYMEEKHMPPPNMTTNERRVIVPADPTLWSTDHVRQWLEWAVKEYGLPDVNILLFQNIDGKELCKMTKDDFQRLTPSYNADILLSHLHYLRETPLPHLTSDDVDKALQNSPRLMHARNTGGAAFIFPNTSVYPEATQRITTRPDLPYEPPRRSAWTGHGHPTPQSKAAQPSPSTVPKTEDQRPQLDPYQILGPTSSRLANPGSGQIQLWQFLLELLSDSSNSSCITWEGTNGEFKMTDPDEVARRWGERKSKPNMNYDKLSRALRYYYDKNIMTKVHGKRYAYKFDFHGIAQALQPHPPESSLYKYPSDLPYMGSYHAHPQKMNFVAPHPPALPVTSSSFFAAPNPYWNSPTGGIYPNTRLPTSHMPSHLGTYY
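His-tagged ERG Ets domain (1 uM in the protein solution; 300mM KCl, 50mM Tris-HCl, 1mM EDTA, 1mM DTT, pH 7.5) received compound, then a probe mix of 5 nM fluorescein-DNA and 100nM Texas-615-DNA. Fluorescence polarization was read for both dyes.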
TrxR1 inh: rat TrxR1 inhibition; recombinant rTrxR1, NADPH fluorescence consumption, selenite substrate; Potency, µM (titrated, usually from 114 µM), without a hit: at the top dose activity change, negative = inhibition, usual class: inhibitors; O89049; 1% of 390,000 active; also: % is scaled to controls: 0 for no effect and ±100 for the full control effect; nearly all actives have a fitted effect of over 65% in size
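Rat TrxR1 (90 nM in the dispensed reagent) was pre-reduced with 400 uM NADPH for 5 min at room temperature, then incubated with compound for 15 min. After 400 uM selenite was added, NADPH fluorescence (Ex 340/Em 450 nm) was followed for 8 min.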
ALOX12 inh: inhibitors of human 12S-lipoxygenase ALOX12 | purified 12hLO, xylenol orange hydroperoxide absorbance | 1.1% of 580,000 active | P18054 | Potency, µM (series often up to 108 µM), for the others: at the highest dose activity change, negative = inhibition, hits mostly inhibitors; also: % is scaled to controls: 0 for no effect and ±100 for the full control effect
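Purified human 12hLO at 150 nM in 25 mM Hepes, 0.01% Triton X-100, pH 7.0, preincubated 15 min at room temperature with compound. Reaction started with 40 uM arachidonic acid, 30 min at room temperature. Hydroperoxide measured by Fe-xylenol orange, 573/405 nm absorbance ratio.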
GLS inhibitor: blocks human kidney-isoform glutaminase activity; Potency, µM (top dose mostly 45.5 µM), for the others: top-dose activity change, negative = inhibition, most hits filed as inhibitors; 0.21% of 410,000 active; GLS enzymatic activity, qHTS titration; O94925; also: % is scaled to controls: 0 for no effect and ±100 for the full control effect
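Glutamate formation by hKGA was monitored fluorometrically using coupled glutamate oxidase, HRP and Amplex Red. Substrate was added as 1 mM L-glutamine solution; incubation was 30 min at RT after an initial read.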
* hit, by the source's call; i = inactive; ? = inconclusive; . = not tested or not shown; [ ] = another dose, or the depositor's remark. Unless noted, calls follow the shape of the dose curve; as a rule, active = well fitted curve in the direction sought with a large enough effect; inconclusive = small, poorly fitted or top-dose-only effect, or another doubt; inactive = no such curve, though single readings can be large; an effect the other way counts as inactive or inconclusive. Potency is read from the fitted curve at half-maximal effect. The list is partial; the hit share may differ from the screen's.

nr	smiles	HP1b chromo inh	JMJD2A Tudor inh	Tb PGK inh	RGS4 inhibitor	Pin1 inhibitor	ERG Ets-DNA blk	TrxR1 inh	ALOX12 inh	GLS inhibitor
1	O=C(Nc1cc(F)ccc1F)N1CCC(CN2CCOCC2)CC1	37%	6%	-1%	-8%	-1%	2%	-7%	-5%	-4%
2	Cc1cc(C)n(C(=O)CNc2cccc(Cl)c2C)n1	40%[activator]	19%	-4%	-1%	-2%	-3%	6%	0%	-6%
3	COc1ccc(-n2c(CN3CCN(c4ccccn4)CC3)nc3ccc([N+](=O)[O-])cc3c2=O)c(OC)c1	3%	?	-6%	27%	3%	3%	1%	54%[activator]	-2%
4	O=C1NCC(COCc2ccco2)O1 (stereo unspecified)	25%	-7%	-7%	-14%	-19%	.	?	13%	0%
5	CC(Sc1nnc(Nc2ccccc2)s1)C(=O)NC1CCCc2ccccc21 (stereo unspecified)	34%	-12%	-1%	-30%	5%	-1%	15%	?	11%
6	COCCn1c(=NC(=O)CCS(=O)(=O)c2ccccc2)sc2cc(F)ccc21	?	-3%	0%	?	0%	4%	?	436%[activator]	-1%
7	CN(C)CCCNc1oc(-c2ccccc2Cl)nc1S(=O)(=O)c1ccc(F)cc1	37%	-23%	-2%	-3%	1%	-13%	24%	0%	-7%
8	CN(C)S(=O)(=O)N1CCC(Oc2ccc(C(=O)NC3CCCCC3)cc2)CC1	31%	-2%[57.1 µM]	-5%	-4%	-12%	7%	24%[57.1 µM]	-4%	0%
9	CS(=O)(=O)N(CC(=O)NCc1ccco1)c1ccc(OCc2ccccc2)cc1	?	?	-9%	-16%	1%	3%	4%	-5%	4%
10	O=C(COc1ccccc1[N+](=O)[O-])NCc1cccnc1	10%	-9%	-10%	17%	16%	3%	-15%	12%	0%
11	Cc1nn(C)c2nc(-c3cccs3)cc(C(F)(F)F)c12	135%[activator]	-13%[11.4 µM]	2%	?	5%	3%	31%	3%	0%
12	N#Cc1nc(COc2ccc(Cl)cc2)oc1N1CCCCCC1	-46%	?	-2%	4%	0%	0%	-9%	?	-17%
13	CNC(=S)NC1CC2CCCC(C1)N2Cc1ccccc1OC (stereo unspecified)	23%	-16%	7%	18%	0%	0%	-4%[57.1 µM]	0%	13%
14	CCN(CC)CCCN1C(=O)C(O)=C(C(=O)c2sc(C)nc2C)C1c1ccco1 (stereo unspecified)	27%	-16%	i	5%	-2%	14%	-7%	-20%	-3%
15	Cc1ccc(C)c(OCc2cc(C(=O)N3CCOCC3)no2)c1	-20%	?	-7%	?	-1%	17%	5%	4%	14%

Single records, from the list above:
`Cc1ccc(C)c(OCc2cc(C(=O)N3CCOCC3)no2)c1` reads HP1b chromo inh: -20%; JMJD2A Tudor inh: ?; Tb PGK inh: -7%; RGS4 inhibitor: ?; Pin1 inhibitor: -1%; ERG Ets-DNA blk: 17%; TrxR1 inh: 5%; ALOX12 inh: 4%; GLS inhibitor: 14%
`COc1ccc(-n2c(CN3CCN(c4ccccn4)CC3)nc3ccc([N+](=O)[O-])cc3c2=O)c(OC)c1` reads HP1b chromo inh: 3%; JMJD2A Tudor inh: ?; Tb PGK inh: -6%; RGS4 inhibitor: 27%; Pin1 inhibitor: 3%; ERG Ets-DNA blk: 3%; TrxR1 inh: 1%; ALOX12 inh: 54%[activator]; GLS inhibitor: -2%

Other entries
nr	smiles	HP1b chromo inh	JMJD2A Tudor inh	Tb PGK inh	RGS4 inhibitor	Pin1 inhibitor	ERG Ets-DNA blk	TrxR1 inh	ALOX12 inh	GLS inhibitor
16	CC(=O)Nc1sc(N/N=C\c2ccccc2F)nc1-c1cccs1	?	?	-2%	-22%	6%	17%	20%	-15%	3%
17	COc1ccccc1NC(=O)C(CCS(C)(=O)=O)N1C(=O)c2ccccc2C1=O (stereo unspecified)	31%	-4%	-7%	6%	3%	1%	4%	0%	11%
18	CCOC(=O)c1c(C)[nH]c(C)c1S(=O)(=O)N1CCC(C(=O)Nc2ccc(C)c(Cl)c2)CC1	32%	2%	1%	-15%	1%	-2%	27%[57.1 µM]	-26%	-1%
19	CCOc1ccc(NC(=O)CS(=O)(=O)c2cn(C)c3ccccc23)cc1	26%	-15%	-6%	-7%	-1%	7%	-8%[57.1 µM]	13%	4%
20	COc1ccccc1OCC(=O)NCCNC(=O)COc1ccccc1OC	19%	-9%	.	-2%	-7%	4%	45%[activator]	-7%	-4%
21	CCOc1ccc2oc(=O)cc(CN3CCN(C(=O)c4ccc(F)cc4)CC3)c2c1	6%	-18%	-2%	10%	0%	-4%	0%	-14%	2%
22	Cc1nc(CC(=O)c2c(C)cc(O)cc2O)cs1	5%	-19%	-3%	-25%	-8%	.	4%	-23%	-11%
23	Cc1c(C(=O)NC2CCCc3ccccc32)oc2ccccc12 (stereo unspecified)	46%[activator]	26%	-2%	14%	-6%	-3%	11%	0%[57.4 µM]	4%
24	COc1ccc(O)c(-c2cc(-c3cccc(Br)c3)n[nH]2)c1	-13%	?	-13%	-15%	1%	0%	5%[57.1 µM]	?	10%
25	CCN(CC)S(=O)(=O)c1cc(C(=O)OCC(=O)c2ccc3c(c2)NC(=O)CO3)ccc1F	42%[activator]	8%	-2%	7%	0%	-5%	16%[57.1 µM]	-15%	-2%
26	CCN(CCCNC(=O)CNC(=O)c1nn(-c2ccc(OC)cc2)c(=O)c2ccccc12)c1cccc(C)c1	-20%	?	i	-1%	1%	-20%	15%	-58%	12%
27	CC(C)(C)C1CCC(=NNC(=O)c2cc3c(s2)CCCC3)CC1 (stereo unspecified)	26%	-13%	-2%	-5%	0%	8%	3%	-2%	17%
28	COCCCNC(=O)Nc1ccc(F)cc1F	62%[activator]	-9%	3%	4%	1%	-1%	4%[57.1 µM]	-15%	-9%
29	COc1cc(/C=C2\SC(=S)N(NC(=O)c3cccnc3)C2=O)ccc1O	-19%	-16%	-10%	-10%	?	154%[activator]	-25%	?	25%
30	Cc1ccc(NC(=O)Cc2nnc(N)s2)cc1	-11%	-9%	-3%	25%	3%	-1%	9%	187%[activator]	0%
31	O=C(NCC1CCCO1)c1ccccn1 (stereo unspecified)	2%	-11%	-1%	12%	-2%	4%	-6%	9%	1%
32	CCc1ccc(CNC(=O)c2sc3nc[nH]c(=O)c3c2C)cc1	26%[57 µM]	-17%	-4%	-24%	-5%	-4%	18%[57.1 µM]	-12%	1%
33	Cc1cc(C)n(-c2ccc(NC(=O)C3CCCCN3C(=O)c3sccc3C)cc2)n1 (stereo unspecified)	20%	-15%	-1%	1%	1%	-6%	8%	6%	0%
34	COc1ccc2c(c1)CCc1cc(C(=O)O)sc1-2	33%	-12%	3%	-1%	5%	-2%	45µM*	-28%	-1%
35	Cc1ccc(S(=O)(=O)N2CCC(C(=O)N3CCN(Cc4ccccc4)CC3)CC2)cc1	37%	-30%	-1%	-4%	-2%	3%	?	?	-2%
36	CCN(c1ccccc1)S(=O)(=O)c1ccc(OC)c(N=N/C(C(=O)Nc2ccccc2)=C(/C)O)c1	-16%	-34%	-17%	25%	1%	-6%	34%[57.1 µM]	-11%	-3%
37	COc1ccc(S(=O)(=O)N2CCC(C(=O)Nc3ccccc3N3CCCCC3)CC2)cc1OC	16%	-15%	i	-17%	26%	5%	-6%	i	0%
38	Cc1ccc(OCC(=O)Oc2cccc(C)c2C)cc1	215%[activator]	171%[activator]	-1%	28%	?	-2%	13%	13%	0%
39	CCC(C)[C@@H](NC(=O)OC(C)(C)C)c1nnc(S(=O)(=O)Cc2cccc(C)c2)o1 (stereo partly specified)	61%[activator]	-14%	-1%	-44%	0%	-10%	1.8µM*	14%	10%
40	COc1ccc(NC(=O)CSc2nc3c(oc4ccccc43)c(=O)n2-c2ccc(C)c(C)c2)cc1	10%	-11%	6%	-25%	16%	1%	18%	?	6%
41	C=CCn1cnc2c(sc3nc(C)cc(C)c32)c1=O	42%[activator]	-17%	-10%	-5%	1%	8%	23%	199%[activator]	2%
42	O=c1c2c3nc4ccccc4nc3n(CCN3CCOCC3)c2ncn1CCN1CCOCC1	21%	-12%	-9%	-22%	5%	1%	-20%	1%	-15%
43	O=C(NC1=NCCS1)c1ccccc1OCc1ccccc1Cl	56%[activator]	7%	-2%	25%	0%	-2%	-5%	12%	0%
44	CCOC(=O)C(NC(=O)CCl)(Nc1sc(C)c(CC)c1C#N)C(F)(F)F (stereo unspecified)	43%[activator]	-12%	0%	-22%	-6%	12%	56µM*	-28%	1%
45	O=C(O)CC1C(=O)NCCN1CCCc1ccccc1 (stereo unspecified)	25%	-20%	-5%	3%	-2%	-1%	?	-5%	-1%
46	O=C(CN1C(=O)NC2(CCCC2)C1=O)N1CCN(S(=O)(=O)c2ccccc2[N+](=O)[O-])CC1	18%	-12%	7%	31%	-2%	-6%	10%	15%	2%
47	CCc1ccc(NC(=O)Cn2cnc([N+](=O)[O-])c2)cc1	71%[activator]	-8%	0%	-11%	-2%	-8%	7%	11%	-4%
48	O=C1NC2(CCCCC2)CO1	34%	3%	-1%	1%	-9%	-11%	15%[57.1 µM]	26%	-8%
49	CCCn1c(SCC(=O)Nc2ccc(Cl)cn2)nnc1C1CC1	36%	-12%	3%	7%	0%	-6%	15%	41%[activator]	-8%
